GlmU inhibition = inhibition of mycobacterial GlmU enzyme – biochemical, glucosamine-1-phosphate acetyltransferase (AID 1376). actives 0.25% (n = 220,000). inhibition, %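 (tested at 30 µM in the primary screen)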, or IC50 in µM where a hit was titrated. M. tuberculosis GlmU acetyltransferase enzyme assay; higher % means a stronger effect; in the data active = inhibition above about 13%; inconclusive = no clear call, values can overlap the other calls;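 also: 0% = complete reaction with vehicle and 100% = reaction without substrate; strong numbers were not always called active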
Mtb RmlCD inh = M. tuberculosis RmlC/RmlD inhibition. inhibition, % at 3.6 µM. RmlC+RmlD coupled enzyme assay, percent inhibition; primary screen in compound mixtures. P9WH09+P9WH11. AID 1533. actives 0.03% (n = 160,000); in the data active = inhibition mostly above about 34%, no sharp cut-off; inconclusive = no clear call, values can overlap the other calls; inactive = mostly below about 22%; also: some results filed as inactive read as strong as hits
Target sequence (P9WH09 whole entry, looked up): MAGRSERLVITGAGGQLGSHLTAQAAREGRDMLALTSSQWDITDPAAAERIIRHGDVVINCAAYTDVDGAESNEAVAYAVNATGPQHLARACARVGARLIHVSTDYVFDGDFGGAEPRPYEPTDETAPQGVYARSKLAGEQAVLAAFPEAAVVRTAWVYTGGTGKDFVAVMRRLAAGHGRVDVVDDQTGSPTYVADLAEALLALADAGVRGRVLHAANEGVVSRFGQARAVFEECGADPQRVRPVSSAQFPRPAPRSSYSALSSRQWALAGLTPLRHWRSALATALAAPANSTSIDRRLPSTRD
Target sequence (P9WH11 whole entry, looked up): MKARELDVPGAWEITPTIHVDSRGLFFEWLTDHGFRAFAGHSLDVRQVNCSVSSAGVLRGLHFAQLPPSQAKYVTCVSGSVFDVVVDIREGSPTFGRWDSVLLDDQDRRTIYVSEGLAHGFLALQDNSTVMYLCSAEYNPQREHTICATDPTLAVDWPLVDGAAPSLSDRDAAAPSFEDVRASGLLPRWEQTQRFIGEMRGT
* hit, by the source's call; ? = inconclusive; . = not tested or not shown.

Under each structure: GlmU inhibition | Mtb RmlCD inh
Cc1c(Cl)cccc1NC(=O)CN1CCC(C(O)(c2ccccc2)c2ccccc2)CC1
 : 5.6% | 10
S=c1[nH]nc(-c2cccnc2)n1/N=C/C(Cl)=C\c1ccccc1
 : 2.3% | -16
Cc1ccc(C2C(C#N)=C(N)OC3=C2C(=O)CCC3)s1 (stereo unspecified)
 : 1.4% | -7
Clc1cccc(CSc2nnc([C@@H]3CCCN3)o2)c1
 : 3.0% | .
COc1ccc(/C=N/N2CCOCC2)cc1OCc1ccccc1
 : 6.6% | 9
COc1ccc(CCNC(=O)c2ccc(Cl)c(S(=O)(=O)N(C)c3ccccc3)c2)cc1
 : 2.9% | 11
Cc1ccc(N(C(=O)C(F)(F)F)C(C(=O)NC2CCCCC2)c2cccs2)cc1C (stereo unspecified)
 : -2.6% | .
COc1ccc(S(=O)(=O)N2CCN(CCO)CC2)cc1-c1nnc2c3ccccc3c(C)nn12
 : 0.2% | 3
COc1cccc(CC2(CO)CCN(Cc3ccc4cccc(F)c4n3)CC2)c1
 : -4.4% | 9
COc1cc([N+](=O)[O-])cc2sc(NC(C)=O)nc12
 : -0.3% | 10
CCCCNC(=O)CSc1nc2ccsc2c(=O)n1CCCC(=O)NCCc1ccc(S(N)(=O)=O)cc1
 : -1.9% | 5
Cc1ccc(C(=O)COC(=O)CNC(=O)c2ccc(Br)o2)cc1[N+](=O)[O-]
 : -1.3% | -1
COc1ccc(Nc2ccc(S(=O)(=O)N3CCCCC3)cc2[N+](=O)[O-])cc1Cl
 : -8.2% | 13
O=C(Nc1ccc(S(=O)(=O)Nc2ncccn2)cc1)c1ccc(Br)s1
 : -0.4% | 8
Cc1nn(-c2ccccc2)c(NC(=O)C(C)C)c(-c2ccccc2)c1=O
 : -2.3% | -13
COc1cc(-c2noc(CCCC(=O)Nc3cccnc3)n2)cc(OC)c1OC
 : 1.9% | 1
O=c1cc(C(F)(F)F)[nH]c2ccc(C(F)(F)F)cc12
 : 0.4% | ?
CCOC(=O)COc1cccc2c(=O)n(CC(=O)N3CCC(C)CC3)ccc12
 : -5.4% | .
CCN(CC)CCN1C(=O)C(=O)/C(=C(/O)c2ccc(F)cc2)C1c1ccncc1 (stereo unspecified)
 : 0.7% | 16
O=C1CSC(=S)N1/N=C/c1ccc(O)c([N+](=O)[O-])c1
 : 56%* | 8
O=c1oc2ccccc2c(N2CCCCC2)c1CN1CCCC1
 : 6.0% | .
CCn1cc(-c2nnnn2-c2ccc(Cl)cc2)c(=O)c2ccccc21
 : -6.0% | .
Cc1ccc(N2CC(C(=O)OCc3ccccc3)CC2=O)cc1 (stereo unspecified)
 : 8.0% | 7
CC(C)C(=O)NNC(=O)c1c(O)c2ccccc2[nH]c1=O
 : -1.9% | 12
COc1ccc(C)c2sc(=NC(=O)c3ccc(C(C)=O)cc3)n(C)c12
 : -5.2% | 2
COc1ccc(NC(=O)CC2C(=O)OCC3CCCCN32)cc1Cl (stereo unspecified)
 : -4.6% | 11
CCOC(=O)COc1nc(C)cc(C(F)(F)F)c1C#N
 : -1.7% | 2
O=C(c1cccc(C(F)(F)F)c1)N1CCN(c2cc(=O)[nH]nc2-c2ccccc2)CC1
 : 4.9% | 1
O=C(CSc1nc2ccccc2n1CC(=O)NCc1ccccc1)NCc1ccco1
 : 9.1% | .
O=C(Nc1ccc(OC(F)(F)F)cc1)c1ccc2nccnc2c1
 : -2.9% | -6
N#Cc1ccc(OCC(=O)Nc2ccccc2NS(=O)(=O)c2cccs2)cc1
 : 3.7% | 4
Cc1sc2c(c1C)C(c1ccc(C(C)(C)C)cc1)=NCC(=O)N2CC(=O)Nc1nccs1
 : 2.6% | 49
CC(C)(C)n1cnnc1Sc1ccc([N+](=O)[O-])cn1
 : -1.3% | -13
O=C(NNC(=O)C(c1ccccc1)c1ccccc1)c1ccccn1
 : 7.3% | .
CC1CC(C)(C)NC(=S)N1CCCC(=O)Nc1ccc(F)cc1 (stereo unspecified)
 : 1.6% | -14
O=c1[nH]c(=O)n(-c2ccccc2)c2c1C(C(F)(F)F)(C(F)(F)F)N=C(C1CCCCC1)N2
 : 0.5% | 5
CCOc1ccc(NC(=O)CSc2nccn2C)cc1
 : -3.2% | .
COC(=O)C1=C(C(=O)OC)[C@@H]2N(C)c3ccc(OC)cc3[C@@]23C[C@@H](C(=O)OC)N(C(=O)c2ccc(Br)cc2)C3=N1
 : -2.5% | .
CC(=O)C1=C(O)C(=O)N(Cc2ccco2)C1c1ccccc1F (stereo unspecified)
 : 1.5% | -2
COc1ccc(/C=C2\SC(c3ccc(C)cc3)=NC2=O)cc1OC
 : -0.6% | 3
COc1ccc(-c2c(C#N)c(N)nc(Sc3ccc(Cl)cc3)c2C#N)cc1
 : -4.4% | 15
Cc1nn(C)c(C(=O)NNC(=S)NCc2ccco2)c1Cl
 : 7.2% | .
CC1(C)Cc2ccccc2C(=O)N1
 : 0.1% | -8
Cc1c(Cl)c([N+](=O)[O-])nn1CC(=O)NCC1CCCO1 (stereo unspecified)
 : 6.0% | 8
Nc1c2c(nc3ccc(Br)cc13)N(c1ccccc1)CC2
 : 4.5% | 3
COc1ccc2ncc(S(=O)(=O)c3ccccc3)c(N3CCC4(CC3)OCCO4)c2c1
 : -5.9% | 3
CC(NC(=O)Cn1nc(C(=O)O)c2ccccc2c1=O)c1ccccc1 (stereo unspecified)
 : 5.5% | 15
CC1CC(CC(C)C(=O)NC(=S)Nc2ccc(S(N)(=O)=O)cc2)C(=O)O1 (stereo unspecified)
 : 3.3% | 4
O=S(=O)(c1ccccc1Cl)N1CCCC1c1nc(-c2ccccc2Cl)no1 (stereo unspecified)
 : 1.5% | 2
C=CCNC(=S)NNC(=O)Cn1c(-c2ccccc2)cc(=O)n2ncnc12
 : 0.8% | -3
Cc1ccc(N2C(=O)[C@@H]3C(C(=O)C(c4ccccc4)c4ccccc4)=NN[C@@H]3C2=O)cc1
 : 0.1% | 10
CC(c1nccs1)N(C)c1nc2nonc2nc1N(C)C (stereo unspecified)
 : 4.2% | 3
Clc1cccc2c1Sc1ccccc1CC2N1CCNCC1 (stereo unspecified)
 : -11% | 10
O=C(O)Cc1sc(NCc2ccco2)nc1-c1ccccc1
 : -2.4% | .
CC(=O)/C(=N/Nc1ccc([N+](=O)[O-])cc1)N1CCCc2ccccc21
 : -3.1% | 8
FC(F)(F)c1nc(N2CCCC2)ncc1-c1nnnn1-c1ccc(Cl)cc1
 : -4.9% | -6
Cc1cc(C)nc(SCC(=O)c2cc3ccccc3oc2=O)n1
 : 3.9% | -7
CC(=O)c1c(C)[nH]c(C(=O)CSc2nnc(CN3CCCCCC3=O)n2-c2ccccn2)c1C
 : 9.4% | -3
S=c1[nH]nc(-c2ccc3ccccc3n2)n1-c1ccc(Cl)cc1
 : -1.6% | -7
CC(Oc1cc(F)ccc1[N+](=O)[O-])C(=O)N(C)CC(=O)Nc1ccccc1C(F)(F)F (stereo unspecified)
 : 4.6% | 4

Continued.
Under each structure: GlmU inhibition | Mtb RmlCD inh
CCOC(=O)c1oc2ccccc2c1CN1CCN(C(=O)c2ccccc2)CC1
 : 9.2% | -5
CCCCNC(=O)Nc1nc(SCC(=O)OCC)n[nH]1
 : 0.7% | .
Nc1ccccc1C(=O)OC1CSC1
 : -1.2% | -3
COC(=O)c1c(-c2ccccc2)csc1N
 : 3.3% | -52
CC1CCc2c(sc3c2C2=NS(=O)(=O)CCN2C=N3)C1 (stereo unspecified)
 : 2.6% | 3
C=C(C)C(=O)Nc1cccc(C2=NOC3(C2)C[C@@H](C(N)=O)N(C(=O)c2ccc(OC)cc2)C3)c1 (stereo partly specified)
 : 12% | .
Cc1nnsc1C(=O)Nc1cccc(Cl)c1
 : -2.8% | 3
C=CCn1cccc(C(=O)Nc2ccc(OC)cc2OC)c1=O
 : 2.6% | 4
CCOC(=O)C1=C(C)NC(C)=C(C(=O)OCC)C1C(=O)O
 : 5.4% | .
[C-]#[N+][C@H](O[C@@H]1O[C@H](CO)[C@@H](O)[C@H](O)[C@H]1O)c1ccccc1
 : 4.7% | .
CCN(C(=O)CSc1nnc(C)n1Cc1ccccc1)C1CCS(=O)(=O)C1 (stereo unspecified)
 : -2.5% | .
Cc1cc(-c2nn(-c3ccccc3F)cc2CN2CCC(C(N)=O)CC2)c(C)s1
 : -3.0% | 3
Cc1ccc(C2=Nc3cccnc3C(c3ccccc3)=NN2)cc1
 : 6.8% | -1
Cc1cc2nc(C3CCN(Cc4nnnn4Cc4cccs4)CC3)[nH]c2cc1C
 : 4.7% | 2
CCc1nnc(NC(=O)C2=NN(C3CCS(=O)(=O)C3)C(=O)CC2)s1 (stereo unspecified)
 : -4.7% | -6

Structural class: the entries above with an aryl thioether with sulfur outside any ring.
Under each structure: GlmU inhibition | Mtb RmlCD inh
Clc1cccc(CSc2nnc([C@@H]3CCCN3)o2)c1
 : 3.0% | .
CCCCNC(=O)CSc1nc2ccsc2c(=O)n1CCCC(=O)NCCc1ccc(S(N)(=O)=O)cc1
 : -1.9% | 5
O=C(CSc1nc2ccccc2n1CC(=O)NCc1ccccc1)NCc1ccco1
 : 9.1% | .
CC(C)(C)n1cnnc1Sc1ccc([N+](=O)[O-])cn1
 : -1.3% | -13
CCOc1ccc(NC(=O)CSc2nccn2C)cc1
 : -3.2% | .
COc1ccc(-c2c(C#N)c(N)nc(Sc3ccc(Cl)cc3)c2C#N)cc1
 : -4.4% | 15
Cc1cc(C)nc(SCC(=O)c2cc3ccccc3oc2=O)n1
 : 3.9% | -7
CC(=O)c1c(C)[nH]c(C(=O)CSc2nnc(CN3CCCCCC3=O)n2-c2ccccn2)c1C
 : 9.4% | -3
CCCCNC(=O)Nc1nc(SCC(=O)OCC)n[nH]1
 : 0.7% | .
CCN(C(=O)CSc1nnc(C)n1Cc1ccccc1)C1CCS(=O)(=O)C1 (stereo unspecified)
 : -2.5% | .

Next compounds follow.
Under each structure: GlmU inhibition | Mtb RmlCD inh
Cc1onc(-c2ccccc2)c1C(=O)N1CC(C)OC(C)C1 (stereo unspecified)
 : 3.0% | .
CCCOc1ccc(N2C(=O)CC(N(CCc3ccc(OC)c(OC)c3)C(=S)Nc3ccccc3)C2=O)cc1 (stereo unspecified)
 : 3.8% | .
CCc1ccccc1NC(=O)CSc1ccsc1[N+](=O)[O-]
 : 5.7% | -7
COc1ccc(-c2ncncc2-c2csc(C)n2)c(O)c1OC
 : 4.8% | 7
Cc1cccc2sc(NC(=O)c3ccc(OCC4CCCO4)cc3)nc12 (stereo unspecified)
 : 1.9% | -12
CCCC(=O)NC(=S)Nc1ccccc1C(F)(F)F
 : -3.6% | 11
c1ccc(COc2ccc(CNCc3cccnc3)cc2)cc1
 : -6.2% | .
CC(=O)Nc1ccc(-c2csc(NC(=O)CCCc3cccs3)n2)cc1
 : 2.9% | 7
COC(=O)c1cc(NC2c3ccccc3C(=O)N2Cc2ccco2)cc(C(=O)OC)c1 (stereo unspecified)
 : -1.5% | .
O=C(NC(NC(=S)Nc1ccccc1Cl)C(Cl)(Cl)Cl)c1cccc(Cl)c1 (stereo unspecified)
 : 3.9% | -7
O=C(NCCc1ccccc1)C1CCN(C2CCN(C(=O)CC3=CCCCC3)CC2)CC1
 : 1.8% | 17
O=C(NCCc1ccccc1)c1ccc(CS(=O)(=O)Cc2ccccc2F)o1
 : -1.0% | 8
CC(C)(C)N(CC#CCC1(O)c2ccccc2-c2ccccc21)CCO
 : -2.2% | -8
O=S1CC/C(=N\O)c2ccccc21 (stereo unspecified)
 : 5.6% | .
CCN(CC)S(=O)(=O)c1cc(NC(=O)c2n[nH]c(=O)c3ccccc23)ccc1C
 : 2.4% | -10

Random excerpt: 2 records from the list.
Under each structure: GlmU inhibition | Mtb RmlCD inh
O=C(NCCc1ccccc1)C1CCN(C2CCN(C(=O)CC3=CCCCC3)CC2)CC1
 : 1.8% | 17
CCCOc1ccc(N2C(=O)CC(N(CCc3ccc(OC)c(OC)c3)C(=S)Nc3ccccc3)C2=O)cc1 (stereo unspecified)
 : 3.8% | .

Continued:
Under each structure: GlmU inhibition | Mtb RmlCD inh
CC1(C)OC(=O)C(=NNc2ccccc2C(=O)O)C(=O)O1
 : 7.6% | -7
O=c1c2c(-c3cccs3)csc2ncn1-c1ccc(Br)cc1
 : 0.4% | .
O=C1C(Nc2ccc(O)cc2)=C/C(=N/S(=O)(=O)c2cccs2)c2ccccc21
 : 1.7% | -18
COc1ccc(-c2nn3c(C4CCCCC4)nnc3s2)cc1OC
 : 2.2% | 44
CC(C)(C)NC(=O)NC(=O)CN1CCc2ccccc21
 : -1.2% | .
O=C(CSCc1ccccc1)Nc1cccc(C(=O)Nc2ccc(C(=O)O)cc2)c1
 : . | 12
CC(C)[C@H](NC(N)=O)C(=O)Nc1ccc(F)c(Cl)c1
 : -10.0% | -17
O=C(CNC(=O)c1ccccc1)OCc1nc2ccccc2s1
 : -3.9% | 4
O=C(O)c1ccccc1-c1ccccc1C(=O)NCc1ccco1
 : -1.5% | 1
COc1cccc(C(=O)Nc2c(C)n[nH]c2C)c1
 : -4.9% | 1
O=S(=O)(c1ccc(Cl)s1)N1CCc2ccccc2C1
 : -2.4% | 27
COc1cc(CO)ccc1Oc1nnnn1-c1ccc(C(N)=O)cc1
 : -5.5% | .
CN=C(C)/C(C(=O)OC)=C(/O)c1ccc(Cl)cc1Cl
 : 1.5% | -10
Cc1cc(NC(=O)c2cnn3cccnc23)nn1CC(=O)Nc1cccnc1
 : 2.1% | 7
COc1cc(C(=O)O/N=C2/C=C(C)C(=O)C=C2C)cc(OC)c1OC
 : -2.9% | -10
COc1ccc(CCNC(=O)CSc2nnc(Cc3cccn3C)n2C)cc1OC
 : 0.2% | -10
CC1(C)C([N+](=O)[O-])C(c2ccccc2O)NC(c2ccccc2O)C1[N+](=O)[O-] (stereo unspecified)
 : -6.8% | 44

Bioassay records: PubChem BioAssay, several laboratories

An excerpt; count on the stated rates, not on these rows.
